High-throughput results from PubChem BioAssay.
mcGAS inh: inhibitors of mouse cGAS; Q8C6L5; inhibition, % at 12.5 µM; recombinant cGAS, Kinase-Glo ATP depletion luminescence; hit rate 0.15% among 160,000; AID 1259399;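 further: 0% = negative control wells and 100% = reference inhibitor with no enzyme activity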
NPYLR7 agonist: mosquito NPYLR7 agonism; HEK293T NPYLR7/Galpha15, GCaMP6s calcium fluorescence; activation, % at 10 µM; hit rate 0.15% among 270,000; AID 1259423; in the data active means activation above about 40%;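 further: 0% = vehicle and 100% = reference agonist at the receptor; some compounds past the cut are filed as inactive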
hcGAS lum: inhibitors of human cGAS; recombinant h-cGAS, ATP depletion, Kinase-Glo luminescence; inhibition, % at 12.5 µM; Q8N884; hit rate 0.081% among 290,000; AID 1259398;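 further: 0% = vehicle reaction and 100% = reaction without DNA for no activity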
Target sequence (Q8N884 whole entry, looked up): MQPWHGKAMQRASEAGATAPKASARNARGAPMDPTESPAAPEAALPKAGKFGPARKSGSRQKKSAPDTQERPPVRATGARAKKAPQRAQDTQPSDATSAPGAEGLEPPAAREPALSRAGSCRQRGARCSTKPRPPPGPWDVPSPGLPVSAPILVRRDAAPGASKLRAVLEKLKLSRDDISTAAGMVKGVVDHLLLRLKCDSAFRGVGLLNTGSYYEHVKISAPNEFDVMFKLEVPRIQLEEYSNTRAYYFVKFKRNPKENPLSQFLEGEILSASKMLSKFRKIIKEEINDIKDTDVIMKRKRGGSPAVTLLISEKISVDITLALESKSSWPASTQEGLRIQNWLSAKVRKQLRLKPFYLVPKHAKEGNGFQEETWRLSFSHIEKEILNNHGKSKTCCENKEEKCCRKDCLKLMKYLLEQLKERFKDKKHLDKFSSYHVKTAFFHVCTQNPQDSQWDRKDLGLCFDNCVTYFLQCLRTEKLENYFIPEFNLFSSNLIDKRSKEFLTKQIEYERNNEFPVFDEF
* marks the source's active call; other numbers are inactive results; nt = not tested or not shown; & = joins results of further samples. Unless noted, no stated cut-off is given here; in the data, active means inhibition above about 40%; inactive means the rest. An unsorted share of the library. About 0.29% of those tested had a hit in this group.

Order of values – mcGAS inh	NPYLR7 agonist	hcGAS lum
- CN(Cc1ccc(F)cc1F)C(=O)C1CCN(C(=O)c2cccs2)CC1
→ nt	4.5	-9.0
- Cc1nc(CCN)cc(N2CCOc3ccc(Cl)cc3C2)n1
→ -16.0	nt	-4.3
- Cc1noc(C)c1S(=O)(=O)N1CCC(Cc2nncn2C)CC1
→ -17.6	16.8	-3.7
- COC(=O)c1cc(OC)cc(C(=O)N2CCCC(O)(CN(C)C)C2)c1 (centres undefined)
→ -12.7	-1.7	-7.8
- Cc1cc(C(=O)N2CCN([C@@H]3C[C@H]4C[C@@H](c5ccccc5)OC[C@@]4(C)C3)CC2)no1
→ -0.7	3.1	-5.7
- CCC(=O)Nc1ccc(N(C)C)c(CN(Cc2cccc(F)c2)C(=O)C(C)(C)C)c1
→ -7.6	4.7	-6.1
- O=S(=O)(NCCc1csc(-c2cnccn2)n1)NCc1ccccc1
→ nt	3.0	-1.2
- N#CCCNC(=O)c1ccc(-c2cc(-c3cccc(C(F)(F)F)c3)n[nH]2)cc1
→ -6.0	4.4	-9.2
- COc1ccc(Cl)cc1-c1ccccc1CN1CCNCC1
→ nt	24.2	-2.9
- CC1CN(c2cc(Cl)nc(SCC(=O)NCCN3CCCCC3)n2)CCN1C(=O)NC1CCCCC1 (centres undefined)
→ -5.0	17.1	-4.0
- NC(=O)C(=Cc1ccco1)C(N)=S
→ nt	23.2	-5.5
- CCN(CC)c1nc2ccccc2s1
→ nt	2.0	-4.7
- CCOCCCN(CC(=O)N1CCc2sccc2C1c1ccc(Cl)cc1)C(=O)NC1CCCCC1 (centres undefined)
→ -3.0	1.1	-5.3
- CN(CC(=O)Nc1cccc(F)c1)CC(=O)N1CCc2ccccc21
→ nt	-6.9	-2.7
- Clc1ccc(C2=Nc3nnnn3C(c3cccs3)C2)cc1 (centres undefined)
→ nt	2.0	-6.1
- COCCN(Cc1ccccc1OS(=O)(=O)c1ccc(OC)cc1)C(=O)c1ccccc1Cl
→ -7.4	2.4	-2.1
- COc1ccc(C(=O)N(C)C(C)c2nccs2)cc1OC1CCN(C(C)=O)CC1 (centres undefined)
→ nt	2.1	-7.9
- COc1ccc(CCN(Cc2ccc(C)s2)C(=O)CN(C2CCCCC2)S(=O)(=O)/C=C/c2ccccc2)cc1OC
→ -3.2	-9.6	-10.0
- S=c1[nH]nc(COc2ccccc2)n1CC1CCCO1 (centres undefined)
→ -6.2	-0.7	-4.9
- CC(C)(O)c1ccc(CN(Cc2ccco2)CC2CCCO2)o1 (centres undefined)
→ -3.9	-1.0	-0.6
- COc1cc(C(=O)Oc2cccc3ccc(C)nc23)ccc1OCc1ccc(Cl)cc1
→ -2.4	-2.6	-4.5
- COCc1ccc(CN2CCCCC2C(=O)Nc2ccc(-n3cccn3)cc2)o1 (centres undefined)
→ -8.6	nt	-7.0
- COc1ccc(N2CCN(C(CNC(=O)C(=O)Nc3ccon3)c3ccco3)CC2)cc1 (centres undefined)
→ nt	5.6	-8.6
- CC(C)c1noc(CNc2ccc(OC(F)F)cc2OC(F)F)n1
→ nt	-1.4	-3.6
- CC(C)N1CCN(S(=O)(=O)Cc2ccc(Cl)nc2)CC1
→ nt	1.5	-3.3
- Cc1ccccc1SCC(=O)NC(C)c1cnn(C)c1 (centres undefined)
→ nt	5.8	0.8
- Cc1c(C(=O)N/N=C\c2coc3ccccc3c2=O)nnn1-c1nonc1N
→ -6.0	11.6	-3.2
- COc1ccccc1CCn1cnc(-c2ccccc2)c1C1CCOCC1
→ -14.2	-3.6	-5.4
- CC(C)N1CCNC(=O)C1CC(=O)NCc1cc2ccc(F)cc2[nH]c1=O (centres undefined)
→ nt	24.8	0.1
- CCNC(=S)N1CCC(C(NC(=O)c2cccc(OC)c2)C(=O)N2CCCC2)CC1 (centres undefined)
→ -6.7	4.4	-3.9

The results go on.
Order of values – mcGAS inh	NPYLR7 agonist	hcGAS lum
- C=CCN(CC(=O)N(Cc1ccc(F)cc1)Cc1ccc(C)s1)C(=O)CCc1ccccc1
→ -9.8	nt	-14.2
- COc1cc2c(cc1OC)CN(c1cc(C(=O)NCCC3=CCCCC3)c3ccccc3n1)CC2
→ -7.1	3.5	-5.4
- CC(C)N(CCC(=O)c1ccc2ccccc2c1)Cc1ccccc1
→ 6.3	4.1	-9.9
- CCc1ccccc1N1CCN(C(=O)Cc2ccccc2)C(C)C1=O (centres undefined)
→ -3.8	8.9	-1.7
- COCC1CCCN(C(=O)c2ccc(-c3ccncc3)nc2)C1 (centres undefined)
→ nt	-4.5	-7.1
- CCCCCn1cc(C2CCN(C(=O)COCCOC)CC2)c2ccccc21
→ -4.7	3.6	-5.6
- CCNC(=O)CN1C(=O)NC(C)(c2ccc(OC)cc2)C1=O (centres undefined)
→ -6.4	-4.0	-3.2
- COCCn1c(N2CCCCCC2)nc2c1c(=O)n(C)c(=O)n2C
→ -8.8	nt	-7.6
- COC1(C)CC(NC(C(N)=O)c2ccc(F)cc2)C1(C)C (centres undefined)
→ nt	1.0	-6.7
- COc1cc(C=CC(=O)N2CCCC2c2nc3ccccc3s2)cc(OC)c1OC (centres undefined)
→ -5.6	-0.6	-0.1
- COC(=O)c1ccc(NC(=O)Cn2cc(-c3nnc(C)o3)c3ccccc32)cc1
→ -5.1	3.0	-4.0
- CC1CC(=NN=c2sc3ccccc3n2C)CC(C)(C)C1 (centres undefined)
→ -3.0	1.4	-3.8
- CCC(C)(CO)NCc1ccc(OC(C)C)c(OC)c1 (centres undefined)
→ nt	7.9	-4.3
- CC(C)=CCC/C(C)=C/CC(C)(C)CNCCN1CCNCC1
→ nt	8.4	1.0
- c1csc(-c2nc3cnccn3c2NC2CCCC2)c1
→ nt	5.4	2.0
- Cc1oc(-n2cccc2)c(C#N)c1C(=O)NC1CCC(C)CC1 (centres undefined)
→ nt	-2.4	-5.9
- CC(C)(O)C#Cc1ccc(CN2CCC(CO)(Cc3ccc(Cl)cc3)CC2)cc1
→ nt	2.3	1.7&-4.7
- Cc1cc(C)c2c(=O)[nH]c(SCC(=O)N3CCOCC3)nc2n1
→ nt	16.4	-9.9
- CN(C(=O)[C@H](Cc1ccccc1)NC(=O)c1ccon1)c1ccccc1
→ nt	0.8	-3.7
- CC(=O)C1CC(C(=O)Nc2ccnc3ccncc23)=NN1c1ccccc1 (centres undefined)
→ nt	4.9	-11.2
- O=C(CCc1nnc(-c2ccc3c(c2)OCO3)o1)N1CCN(CC2CC2)CC1
→ -3.5	12.3	-1.3
- CC(C)CN(C(=O)Nc1cccc2ccccc12)C1CC1
→ nt	7.6	-16.2
- Cc1[nH]c(=O)[nH]c(=O)c1/C=N\NC1=NCCN1
→ nt	-9.2	-1.5
- CCCc1cc(C(=O)N(Cc2ccncc2)Cc2ccc3c(c2)OCO3)n[nH]1
→ nt	0.0	-10.0
- Cc1cc(C)c(NC(=O)CNC(=O)CN2Cc3ccccc3N(C)CC2C)c(C)c1 (centres undefined)
→ -13.0	1.8	-3.7
- O=C1C=NC(Nc2nc3ccccc3s2)N1 (centres undefined)
→ nt	6.9	7.9
- CCCSc1nnc(NC(=O)c2cccc3ccccc23)s1
→ -3.7	-3.0	-3.7
- Cc1cccc(C(=O)NC2CCN(c3ccccc3C(=O)N3CCN(C4CCCC4)CC3)CC2)c1
→ nt	-1.8	-0.3
- O=C(CCCOc1ccccc1)N(Cc1ccco1)Cc1cc2c(cc1Cl)OCO2
→ -4.6	-8.7	-3.7
- COc1cc(C)ccc1S(=O)(=O)NC(=O)C1(C)CCN1C(=O)Cc1ccc(C(C)(C)C)cc1 (centres undefined)
→ -3.1	-7.1	-3.5

4 compounds from above, ordered by count of non-hydrogen atoms, smallest number first.
Order of values – mcGAS inh	NPYLR7 agonist	hcGAS lum
- CC(C)N(CCC(=O)c1ccc2ccccc2c1)Cc1ccccc1
→ 6.3	4.1	-9.9
- CCCc1cc(C(=O)N(Cc2ccncc2)Cc2ccc3c(c2)OCO3)n[nH]1
→ nt	0.0	-10.0
- C=CCN(CC(=O)N(Cc1ccc(F)cc1)Cc1ccc(C)s1)C(=O)CCc1ccccc1
→ -9.8	nt	-14.2
- COc1cc2c(cc1OC)CN(c1cc(C(=O)NCCC3=CCCCC3)c3ccccc3n1)CC2
→ -7.1	3.5	-5.4

Full records, looked up by structure. Order of values: mcGAS inh, NPYLR7 agonist, hcGAS lum
CC1CC(=NN=c2sc3ccccc3n2C)CC(C)(C)C1 (centres undefined) reads -3.0, 1.4, -3.8
CCCSc1nnc(NC(=O)c2cccc3ccccc23)s1 reads -3.7, -3.0, -3.7

The listing continues:
Order of values – mcGAS inh	NPYLR7 agonist	hcGAS lum
- Cc1sc2ncnc(N=Nc3c(O)[nH]c4ccc([N+](=O)[O-])cc34)c2c1C
→ nt	5.8	-4.9
- CN1CCCn2nc(C(=O)N3CCN(CC4CCCO4)CC3)cc2C1 (centres undefined)
→ nt	3.5	-6.0
- FC(F)(F)CCc1ccnc(N2CCNC(c3ccccc3)C2)n1 (centres undefined)
→ nt	7.6	-4.4
- COCCNC(=O)Cn1nc2c(c1NC(=O)c1c(F)cccc1Cl)CSC2
→ -0.5	-4.8	-1.1
- CCN(C(=O)c1ccc(-n2ncc(C#N)c2N)cc1)C1CCCC1
→ nt	-8.1	13.6
- COC(=O)CCCC(=O)N1CCC(c2nc(-c3ccc(F)c(F)c3)no2)CC1
→ -5.6	6.0	-7.8
- CC1CCCCN1CCCN1CC2=C(C1=O)C(c1ccc(Cl)cc1Cl)NC(=O)N2C (centres undefined)
→ -4.6	11.8	-5.6
- CN1C(=O)COCc2c(-c3cccc(C(N)=O)c3)cccc21
→ nt	7.7	-6.1
- C=C1CC(C)OC(c2ccc(OC)cc2)C1 (centres undefined)
→ nt	20.2	-12.9
- c1ccc2c(-c3noc4c3CN(CC3CCCO3)CC4)cccc2c1 (centres undefined)
→ -2.7	14.2	6.0
- CCOC(=O)Cn1c(=O)c2c(nc3n2CCCN3c2ccc(C)c(Cl)c2)n(C)c1=O
→ 1.0	0.2	1.6
- Cc1nc2sc(C(=O)OC(C)C)c(N)c2c(C)c1C
→ -4.8	-0.2	-3.4
- Cn1ccsc1=NC(=O)c1ccc(NC(=O)OC(C)(C)C)cc1
→ nt	6.2	-5.8
- O=C(CCN1CCN(c2nc3ccccc3o2)CC1)Nc1ccccc1F
→ -10.5	-4.0	0.6
- COc1ccc(C2=N/C(=C\C(Br)=C\c3ccccc3)C(=O)O2)cc1OC
→ nt	-5.5	-0.1
- NC(=O)C(OC(=O)C=C(C1CC1)C1CC1)C1CCOCC1 (centres undefined)
→ nt	3.2	-5.3
- COC(=O)c1ccc(COC(=O)c2ccccc2NS(C)(=O)=O)cc1
→ -7.6	6.5	-5.6
- COc1cc(CCNC(C)=O)c(C(=O)/C=C/c2cccc(OC)c2OC)cc1OC
→ -4.3	2.3	-6.2
- O=C(COc1ccccc1)NCCNc1cc(-n2cccn2)ncn1
→ -5.8	-5.3	-0.8
- CCOc1ccc(-c2cn3c(CC(=O)N4c5ccccc5CC4C)csc3n2)cc1 (centres undefined)
→ -8.3	-1.4	-7.4
- CC(=O)CSc1nc2c(c(=O)n(C)c(=O)n2C)n1CCCc1ccccc1
→ -2.0	nt	2.0
- COc1ccc(Cl)cc1CN(C)C(=O)Nc1ccc(F)cc1F
→ -8.9	9.8	-11.8
- CCOc1ccccc1CS(=O)C(C)C(=O)Nc1ccccc1C (centres undefined)
→ -19.5	-0.5	-11.0
- O=C(Nc1cccnc1)c1ccc(-c2cccc3cccnc23)o1
→ nt	9.9	-2.9
- CCCN(C)c1cc(-c2ccccc2)nc(SCc2ccc(C(=O)NCCOC)cc2)n1
→ -4.3	13.6	-13.6
- CC(=O)Cn1c(=O)c2c(nc3n2CC(C)CN3Cc2ccccc2)n(C)c1=O (centres undefined)
→ nt	2.5	-2.6
- CNc1cccc(-c2ccccc2CO)n1
→ nt	3.7	-5.1
- CC1=C(C(=O)C(F)(F)F)CCC(=O)N1CCCN1CCCC1=O
→ nt	3.5	-13.1
- COCCCN(Cc1cccn1Cc1ccc(C(C)(C)C)cc1)CC(O)COCc1ccccc1 (centres undefined)
→ -4.5	4.5	-6.8
- O=C(Cn1nc(-c2ccco2)c2sc(N3CCCC3)nc2c1=O)N(c1ccccc1)c1ccccc1
→ -7.6	-3.1	-5.9

(next part)
Order of values – mcGAS inh	NPYLR7 agonist	hcGAS lum
- CC(=O)OCC(=O)[C@@]1(O)[C@H](C)C[C@H]2[C@@H]3CCC4=CC(=O)C=C[C@]4(C)[C@@]3(F)[C@@H](O)C[C@@]21C
→ -4.0	4.8	-3.8
- CS(=O)(=O)CCN1C[C@H](C2CC2)[C@@H](N)C1
→ -5.3	nt	-10.0
- COCC(=O)Nc1ccc2c(c1C)NC(=O)CC2c1cccc(Cl)c1Cl (centres undefined)
→ -6.5	-0.2	-4.4
- Cc1ccc(-n2nnnc2CNC(=O)c2ccc(S(=O)(=O)N3CCCCC3)cc2)cc1C
→ -8.4	2.9	-4.3
- CC1CC2(C)CC(C(=O)O2)C1C(=O)O (centres undefined)
→ nt	-0.2	-4.4
- Cc1ccc(-n2c(-c3ccc(F)cc3)cc(C(=O)N3CCN(C(c4ccccc4)c4ccccc4)CC3)c2C)cc1
→ -5.5	-3.1	-7.5
- CCn1nccc1NC(=O)C1(c2ccc(Cl)cc2)CCC1
→ -9.4	5.7	-6.2
- CCOC(=O)c1[nH]nc(C(=O)c2ccccc2)c1-c1ccccc1Cl
→ nt	5.2	-7.6
- Cn1c(NC(=O)COc2ccccc2)cc(=O)n(C)c1=O
→ -5.4	20.5	-23.1
- C=CCNc1ncnc2c1sc1nc(CC)c3c(c12)CC(C)(C)OC3
→ nt	4.1	-8.9
